# Source: PubChem (Sanford-Burnham Center for Chemical Genomics)
# APJ antag: antagonists of human apelin receptor APJ, primary screen, CHO-K1 cells, beta-arrestin complementation, luminescence | P35414 | inhibition, % at 20 µM | hit rate 0.32% among 330,000 | AID 2521, 2010;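 active = inhibition above about 40% at 20 µM, limit read from the data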;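 note: cells challenged with 10 nM apelin-13 agonist together with compound; plate controls were apelin-13 plus DMSO wells for no effect and DMSO wells lacking apelin-13 for full effect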
# APJ ag: agonists of human apelin receptor APJ, primary screen, CHO-K1 cells, PathHunter beta-arrestin, luminescence | 0% DMSO wells, 100% apelin | activation, % at 20 µM | P35414 | hit rate 0.11% among 330,000;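 active = activation more than six SD over the plate average, tested at 20 µM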;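 note: 0% = DMSO alone and 100% = apelin-13 at 10 nM; some results filed as inactive read as strong as hits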
#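 Material: engineered CHO-K1 APJ arrestin reporter cells; amount: 1000 CHO-K1 reporter cells seeded per well; incubation: compound stimulation 90 min at 25 °C, detection 60 min; signal: luminescent beta-gal fragment complementation, chemiluminescent substrate; read-out basis: APJ agonist activity; controls: DMSO-only wells as negative, 10 nM Apelin-13 as positive control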
# CCR6 antagonist: CCR6 receptor antagonists, primary screen, cell-based, CHO-K1, luminescence, beta-arrestin, uHTS; CHO-K1 CCR6 PathHunter beta-arrestin, CCL20-stimulated; inhibition, % at 20 µM; hit rate 0.49% among 340,000; AID 493098, 2011;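 active = compounds whose inhibition of the agonist-driven luminescence signal at 20 µM reaches about 50%, limit read from the data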;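 note: cells stimulated with CCL20 at 14 nM final; plate controls were DMSO with CCL20 for no effect and DMSO without agonist for full effect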
# Target sequence (P51684 whole entry, looked up): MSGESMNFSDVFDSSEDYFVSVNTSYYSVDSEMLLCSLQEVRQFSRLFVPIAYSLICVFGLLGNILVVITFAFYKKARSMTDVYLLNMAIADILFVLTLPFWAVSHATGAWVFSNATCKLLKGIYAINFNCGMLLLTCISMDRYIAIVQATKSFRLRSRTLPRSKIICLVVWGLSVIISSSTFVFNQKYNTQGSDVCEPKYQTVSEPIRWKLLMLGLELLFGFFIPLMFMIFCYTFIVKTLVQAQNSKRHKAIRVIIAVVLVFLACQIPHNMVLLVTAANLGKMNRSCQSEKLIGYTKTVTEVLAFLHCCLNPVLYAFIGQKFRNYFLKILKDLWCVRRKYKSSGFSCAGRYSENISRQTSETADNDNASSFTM
# CHOP UPR activ: activators of apoptotic CHOP UPR arm, primary screen, cell-based, CHO-CHOP luciferase reporter, luminescence, uHTS; UPR activation; percent of tunicamycin response over DMSO baseline; activation, % at 10 µM; hit rate 0.34% among 330,000;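 active = at 10 µM dose, activation of 40% or more, normalized to positive control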;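 note: 100% = tunicamycin at 10 µg/mL and 0% = DMSO alone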
#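 System: CHO-CHOP luciferase reporter cell line; amount: 500 cells/well; buffer or medium: F12 medium containing 10% fetal bovine serum; incubation: 6 h compound exposure at 37 °C after overnight seeding; measured by: luciferase luminescence after 10 min with Steady-Glo reagent; evaluation: % reporter activation, DMSO baseline versus tunicamycin full activation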
# Mdm2 MdmX PPI: inhibitors of human Mdm2-MdmX association, primary screen, cell-based, luminescence, split luciferase, SaOS-2, uHTS. Protein Mdm4 (Homo sapiens) + E3 ubiquitin-protein ligase Mdm2 (Homo sapiens), …. SaOS-2 split-luciferase Mdm2/MdmX complementation. inhibition, % at 8 µM. hit rate 3% among 330,000. AID 485346, 2010;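 active = inhibition of at least 50% at 8 µM in the primary screen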
# tim23-1 inh: growth inhibitors of tim23-1 mutant yeast, primary screen, luminescence, uHTS; S. cerevisiae tim23-1 growth, BacTiter-Glo luminescence, 24 h; AID 463212, 2010; inhibition, % at 20 µM; hit rate 1.3% among 330,000;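 active = growth inhibition of the mutant yeast at or above 50%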;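 note: temperature-sensitive mutant grown at 25 °C; plate controls were DMSO-treated mutant yeast for no effect and medium wells lacking yeast for full effect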
# UPR XBP1 act: activators of adaptive XBP1 UPR arm, primary screen, cell-based, CHO-XBP1 luciferase reporter, luminescence, uHTS. AID 463104, 2010. hit rate 0.33% among 330,000. IRE1-XBP1 UPR activation; percent of tunicamycin response, DMSO as zero. activation, % at 20 µM;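 active = versus positive control, 20 µM dose yields 30% or more activation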;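 note: 100% = tunicamycin at 10 µg/mL and 0% = DMSO only wells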
#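 Material – CHO cell line with stable XBP1 luciferase reporter · Buffer or medium – F12 plus 10% FBS · Compound – single point, 20 µM final compound, 1% DMSO · Schedule – 16-18 h cell attachment at 37 °C, then 6 h compound exposure · Signal – Steady-Glo luminescence read · Benchmarks – high control tunicamycin 10 µg/mL final, low control DMSO vehicle only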
# CXCR6 inh: CXCR6 receptor inhibitors, primary screen, cell-based, beta-arrestin, luminescence, CHO-K1 PathHunter, 1536-well; C-X-C chemokine receptor type 6 (Homo sapiens), O00574; inhibition, % at 20 µM; hit rate 0.36% among 360,000; in the data active = inhibition above about 34%, passing the limit was not always enough;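 note: antagonist mode with CXCL16 agonist at 10 nM final; 0% = 10 nM CXCL16 with DMSO and 100% = unstimulated wells without agonist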
# Target sequence (O00574 whole entry, looked up): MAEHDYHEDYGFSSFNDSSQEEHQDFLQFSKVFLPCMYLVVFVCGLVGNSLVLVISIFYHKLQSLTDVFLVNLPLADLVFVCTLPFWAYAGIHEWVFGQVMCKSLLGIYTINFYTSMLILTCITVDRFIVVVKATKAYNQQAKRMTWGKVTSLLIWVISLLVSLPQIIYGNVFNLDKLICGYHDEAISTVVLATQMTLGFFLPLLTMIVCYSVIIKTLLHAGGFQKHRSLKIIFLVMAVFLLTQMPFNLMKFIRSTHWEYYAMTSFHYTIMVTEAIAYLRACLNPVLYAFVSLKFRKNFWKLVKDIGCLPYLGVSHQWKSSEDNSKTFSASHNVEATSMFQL
# EBI2 block: EBI2 receptor antagonists, beta-arrestin recruitment, primary screen, cell-based, luminescence, 7a,25-OHC stimulation, uHTS; G-protein coupled receptor 183 (Homo sapiens), P32249; 7a,25-OHC stimulated; inhibition, % at 5 µM; hit rate 0.81% among 360,000; AID 651636, 2012; in the data active = inhibition above about 38%;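 note: enzyme fragment complementation signal reports receptor beta-arrestin coupling in cells; 0% = agonist plus DMSO wells and 100% = wells without agonist; some results beyond the cut were filed as inactive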
# Target sequence (P32249 whole entry, looked up, the tested form may be a part): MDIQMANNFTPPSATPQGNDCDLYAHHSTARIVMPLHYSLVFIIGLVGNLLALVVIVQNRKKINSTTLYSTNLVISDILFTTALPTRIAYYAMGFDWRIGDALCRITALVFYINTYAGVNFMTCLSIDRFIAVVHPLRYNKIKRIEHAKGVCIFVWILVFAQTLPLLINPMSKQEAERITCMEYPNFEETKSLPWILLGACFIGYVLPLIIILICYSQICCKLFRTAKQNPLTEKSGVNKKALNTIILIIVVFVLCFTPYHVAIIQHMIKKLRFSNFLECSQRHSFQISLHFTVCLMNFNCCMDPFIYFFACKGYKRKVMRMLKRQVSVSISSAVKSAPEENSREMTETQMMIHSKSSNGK
# An asterisk follows results filed as active; nt = not tested or not shown. Not all compounds are listed (hit frequency here may not be typical).
# A first look, nine compounds:
# Each structure is followed by: APJ antag	APJ ag	CCR6 antagonist	CHOP UPR activ	Mdm2 MdmX PPI	tim23-1 inh	UPR XBP1 act	CXCR6 inh	EBI2 block
> Cc1cc(C)cc(-n2ncc3c2CCCC3NC(=O)CCN2Cc3ccccc3C2=O)c1 (configuration not stated)
  20	-2	18	3.7	-4	6	-8	-2	12
> COC(=O)Nc1ccc(S(=O)(=O)Nc2cc(OC)nc(OC)n2)cc1
  7	-3	-10	-0.9	22	-14	-4	1	-8
> C=CC[C@@H](CC(=O)NCCO)C(=O)N[C@@H](COC(=O)[C@@H](CC=C)CC(=O)OC(C)(C)C)Cc1ccccc1
  0	-2	-1	0.1	16	3	2	-8	-2
> Cc1cc2nc(C3CCN(Cc4nnnn4Cc4cccs4)CC3)[nH]c2cc1C
  -20	-5	12	-1.7	28	1	-2	9	-12
> Cc1cc(C)c(/C=N/NC(=O)c2nnn(-c3nonc3N)c2CN2CCC(C)CC2)c(C)c1
  -10	-4	3	1.7	19	39	32*	10	16
> Cc1nc(CSc2ccccc2)cc(=O)[nH]1
  -20	1	17	-2.5	3	20	-3	-3	-4
> O=C(/C=C/Nc1ccc(Br)cc1F)c1ccco1
  -39	10	-10	-6.3	-105	34	-8	9	-2
> Clc1ccc(N=c2ssnc2Cl)cc1
  18	1	30	1.8	31	63*	-1	9	30
> Cc1ccc(C)c(NS(=O)(=O)c2ccc3oc(=O)ccc3c2)c1
  8	-3	7	0.6	21	25	-3	1	11

# The whole of this part, previewed entries included:
# Each structure is followed by: APJ antag	APJ ag	CCR6 antagonist	CHOP UPR activ	Mdm2 MdmX PPI	tim23-1 inh	UPR XBP1 act	CXCR6 inh	EBI2 block
> Cc1cc(C)cc(-n2ncc3c2CCCC3NC(=O)CCN2Cc3ccccc3C2=O)c1 (configuration not stated)
  20	-2	18	3.7	-4	6	-8	-2	12
> COC(=O)Nc1ccc(S(=O)(=O)Nc2cc(OC)nc(OC)n2)cc1
  7	-3	-10	-0.9	22	-14	-4	1	-8
> C=CC[C@@H](CC(=O)NCCO)C(=O)N[C@@H](COC(=O)[C@@H](CC=C)CC(=O)OC(C)(C)C)Cc1ccccc1
  0	-2	-1	0.1	16	3	2	-8	-2
> Cc1cc2nc(C3CCN(Cc4nnnn4Cc4cccs4)CC3)[nH]c2cc1C
  -20	-5	12	-1.7	28	1	-2	9	-12
> Cc1cc(C)c(/C=N/NC(=O)c2nnn(-c3nonc3N)c2CN2CCC(C)CC2)c(C)c1
  -10	-4	3	1.7	19	39	32*	10	16
> Cc1nc(CSc2ccccc2)cc(=O)[nH]1
  -20	1	17	-2.5	3	20	-3	-3	-4
> O=C(/C=C/Nc1ccc(Br)cc1F)c1ccco1
  -39	10	-10	-6.3	-105	34	-8	9	-2
> Clc1ccc(N=c2ssnc2Cl)cc1
  18	1	30	1.8	31	63*	-1	9	30
> Cc1ccc(C)c(NS(=O)(=O)c2ccc3oc(=O)ccc3c2)c1
  8	-3	7	0.6	21	25	-3	1	11
> O=C(Nc1ccc(-c2nc3ccccc3o2)cc1)c1ccc(N2CCOCC2)c([N+](=O)[O-])c1
  9	29*	8	-6.2	34	3	-6	7	-36
> O=C(Nc1ccc(Cl)cc1)Nc1ccccc1CC[N+](=O)[O-]
  7	-2	10	2.1	-15	9	-2	-8	-4
> COc1cc(SC)ccc1C(=O)N1CCN(S(=O)(=O)/C=C/c2ccccc2)CC1
  -4	-3	5	0.8	29	38	-1	-4	65*
> COc1cccc(-c2nc(CS(=O)(=O)CC(=O)N3CCOCC3)c(C)o2)c1
  -13	-2	-10	0.6	3	8	-6	-3	-4
> CCNC(=O)N1CCOCC1
  6	-2	4	-0.1	3	2	-5	1	-4
> CCCN(CC(=O)Nc1ccccc1C)C(=O)c1ccc(N2CCCC2)c([N+](=O)[O-])c1
  20	-5	15	3.0	11	24	-3	5	8
> COc1cccc(-n2c(SCC(=O)N3CCCCC3)nc3c([nH]c4ccccc43)c2=O)c1
  -1	-4	13	2.9	79*	8	9	7	7
> c1ccc(CN2c3ccccc3-c3nc4ccccc4n3C2c2ccccn2)cc1 (configuration not stated)
  -4	-3	1	-2.1	7	33	-1	11	14
> COc1ccc(C(=O)N2CCN(C)C(C)C2)cc1OC1CCN(C(C)=O)CC1 (configuration not stated)
  8	-5	19	-1.0	-7	-2	-1	18	-6
> Cc1ccccc1C(=O)c1cn[nH]c1-c1ccccc1O
  -7	-3	0	0.9	25	15	0	-10	-7
> Cc1cccn2c(=O)c(C=O)c(Cl)nc12
  -10	1	-7	-1.6	24	15	0	-5	1
> COc1cccc(N2CCN(c3ccc([N+](=O)[O-])cn3)CC2)c1
  4	-4	10	-0.1	18	-2	2	8	4
> COc1ccc(-n2ccnc2CN2CCCC(CO)(Cc3cccc(OC)c3)C2)cc1 (configuration not stated)
  0	-3	16	0.4	0	18	-2	8	5
> Cc1cc(/C=N/NC(=O)C(O)(c2ccccc2)c2ccccc2)c(C)n1-c1ccc(C(=O)O)cc1
  9	-2	-2	-0.3	14	14	1	3	-3
> O=C(CSc1nnc2ccccn12)NCc1ccco1
  -9	-3	-3	1.1	10	13	3	-4	6
> Cc1ccn2c(C(=O)CSc3ccc(Cl)cc3Cl)c(C)nc2c1
  0	-3	-10	-1.0	12	11	-2	3	6
> COc1cc(C(=O)O/N=C2/C=C(C)C(=O)C=C2C)cc(OC)c1OC
  3	-2	7	96*	21	33	-5	-12	17
> O=c1[nH]c(O)c(N=Nc2ccc(Cl)c(S(=O)(=O)Nc3ccccc3Cl)c2)c(=O)[nH]1
  11	-2	13	-1.2	14	-5	-3	4	8
> COc1cc(NC(=O)c2ccc(CNc3c(N4CCCC4)c(=O)c3=O)cc2)cc(OC)c1OC
  -32	-1	-2	-1.7	-10	25	-3	0	-5
> COC(=O)CNC(=O)C1CCN(S(=O)(=O)c2cccc3nsnc23)CC1
  -3	4	-3	1.6	6	-11	-2	-3	-5
> O=C(Nc1ccc(Cl)cc1)Nc1cc(S(=O)(=O)N2CCOCC2)ccc1N1CCCC1
  -3	-2	19	-2.5	21	17	-2	11	7
> CCOC(=O)c1c(C)oc(C)c(C(=O)OCC)c1=O
  -11	1	6	2.6	-21	10	-4	-22	-3
> Cc1ccc(-c2nc(C)sc2CC(=O)Nc2nnc(C)s2)cc1
  8	-1	7	0.5	3	-6	-1	-4	15
> Cc1cc(C(=O)NCCCn2ccnc2)cs1
  10	-2	-16	0.5	1	-8	0	0	-1
> COc1ccc(C(=O)COC(=O)CCCC(=O)NC2CCCCC2)cc1
  3	0	8	2.4	16	2	-6	-1	-3
> COC(=O)c1c(-c2ccc(N(C)C)cc2)sc2ccc(OC)cc12
  -18	0	-14	5.7	-176	12	5	-25	11
> CCN(CC(=O)Nc1ccc2c(c1)OCCO2)C(=O)c1cccc(S(=O)(=O)N2CCOCC2)c1
  17	-3	1	-0.4	-4	1	3	-11	-8
> O=C(Nc1ccccc1Cl)O/N=C/c1ccncc1
  -11	4	0	-0.2	-29	15	2	-1	-7
> CCCCCCCCN1N=N[C@H]2[C@H]1[C@@H]1C[C@H]2N(C(=O)OC(C)(C)C)O1
  nt	nt	21	0.2	24	43	-1	-2	0
> COc1ccc(C(=S)N2CCOCC2)cc1OC(=O)c1ccccc1
  0	-4	13	0.9	1	23	-4	3	6
> CN(Cc1cnn(C)c1)C(=O)C1CCC(=O)N(C2CCCCCC2)C1 (configuration not stated)
  11	3	-8	0.0	-26	5	1	3	-4
> COc1ccc2oc(C(=O)OCC(=O)NC3CCCC3)c(C)c2c1
  7	-1	6	1.1	12	11	-3	-3	4
> Cc1cccc(C)c1NC(=O)Cn1cc(C=O)c2ccccc21
  4	1	4	-0.6	8	10	-7	-2	-5
> CCCc1[nH]n(-c2ccc([N+](=O)[O-])cc2)c(=O)c1C(C)=NCc1ccncc1
  0	-3	25	1.9	1	25	2	9	2
> O=C1CCCC(O)=C1Sc1cc(Cl)c(Cl)cc1Cl
  -1	1	1	1.0	-7	11	0	-4	13
> COc1ccc(S(=O)(=O)n2nc(-c3cc(OC)c(OC)c(OC)c3)cc2N)cc1OC
  13	-3	10	-1.4	29	10	-2	-5	-2
> NC(=S)N/N=C/c1ccc(-c2ccc(SC(F)F)cc2)o1
  30	-14	20	9.2	1	44	10	27	28
> N#CC1=C(N)Oc2n[nH]c(-c3cccs3)c2C1c1ccncc1 (configuration not stated)
  2	1	-5	-0.2	15	13	-2	-3	-2
> O=C(O)CC(c1cccc(O)c1)N1Cc2ccccc2C1=O (configuration not stated)
  7	-1	-11	-0.3	1	9	-2	-8	2
> COc1ccc(CCC(=O)Nc2nnc(C(F)(F)F)s2)cc1
  10	8	7	0.7	16	9	-4	-12	0
> Cc1cc(NC(=O)CSc2nccn2-c2cccc(F)c2)no1
  12	-3	17	0.5	0	4	-2	0	-14
> O=C(CSc1nnnn1-c1ccc(F)cc1)Nc1ccccc1F
  1	-5	-8	-2.3	27	-5	0	0	-6
> O=C(CN1C(=O)NC2(CCc3ccccc32)C1=O)Nc1ccc(Br)cc1F (configuration not stated)
  -6	-2	-1	-1.2	-15	0	-2	4	5
> CCCC(=O)Nc1ccc2c(c1)nc(CCN1CCN(c3ccccn3)CC1)n2C
  3	-2	-3	1.0	-5	10	-4	0	-14
> Cc1ccc(N2NC(=O)/C(=C/c3ccc(-c4ccc(Cl)c(C(=O)O)c4)o3)C2=O)cc1C
  29	-9	38	0.8	-13	16	-2	7	-5

# Part of the list above, with each value named.
O=c1[nH]c(O)c(N=Nc2ccc(Cl)c(S(=O)(=O)Nc3ccccc3Cl)c2)c(=O)[nH]1
  APJ antag: 11
  APJ ag: -2
  CCR6 antagonist: 13
  CHOP UPR activ: -1.2
  Mdm2 MdmX PPI: 14
  tim23-1 inh: -5
  UPR XBP1 act: -3
  CXCR6 inh: 4
  EBI2 block: 8
COc1cc(NC(=O)c2ccc(CNc3c(N4CCCC4)c(=O)c3=O)cc2)cc(OC)c1OC
  APJ antag: -32
  APJ ag: -1
  CCR6 antagonist: -2
  CHOP UPR activ: -1.7
  Mdm2 MdmX PPI: -10
  tim23-1 inh: 25
  UPR XBP1 act: -3
  CXCR6 inh: 0
  EBI2 block: -5
